TSHR antagonist = blocks TSH signaling through the human TSH receptor; TSHR-expressing cells, TSH-stimulated cAMP HTRF, 2 h; stronger effect = lower value; 0.2% of 330,000 active; P16473; activity change, negative = inhibition, % at 11.5 µM;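 active = activity change below a set negative limit, meaning inhibition stronger than a set level, cut at about -70% in these data; inconclusive = activity change between two set negative limits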; note: % is set by controls: 0 for no effect and ±100 for the full control effect
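Freshly harvested TSHR cells receive pin-tooled compound, then EC80 TSH at 4nM final. After 2 hours at 37 deg C, antibody in lysis buffer and cAMP-d2 are added; 30 minutes at ambient temperature precede the HTRF read.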
Mito fusion yeast = inhibitors of mitochondrial division or activators of mitochondrial fusion. 0.23% of 320,000 active. S. cerevisiae fusion-defective mutant growth rescue, CellTiterGlo 48 h. AID 485298. Potency, µM (doses to about 46.1 µM), without a hit: at the top dose growth rescue (activation), most hits filed as activators;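 note: potency is the fitted concentration of half-maximal effect; % of control where 0% means no effect; nearly all actives have a fitted effect of over 45% in size; temperature-sensitive fusion mutants such as fzo1-1 at 37 °C on non-fermentable ethanol glycerol medium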
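Yeast fusion mutant, YPEG (non-fermentable carbon), compound, 48 h at 37C non-permissive; CellTiterGlo added, 10 min RT, luminescence read. Rescued growth = division inhibition.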
B2AR arrestin = recruits beta-arrestin to the human beta2-adrenergic receptor | P07550 | beta-arrestin recruitment to beta2AR, cell-based reporter | Potency, µM (top dose mostly 46.1 µM), inactives show at the top dose activation, hits mostly activators | 0.02% of 330,000 active;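 note: potency is the fitted concentration of half-maximal effect; 0% = DMSO controls and full agonism = EC100 isoproterenol or metaproterenol; nearly all actives have a fitted effect of over 65% in size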
PTAP TSG101 blk = blocks PTAP/TSG101 interaction to inhibit HIV-1 budding. Fluorescence polarization, FITC-PTAP peptide / Tsg101 binding. Potency, µM (doses to about 115 µM), for inactives: at the highest dose activity change, negative = inhibition, actives largely listed as inhibitors. 340,000 tested, under 10 active; active = well fitted inhibition curve with a large enough effect in the main read-out, with a control signal flat, not every such curve was filed as active; inconclusive = small, poorly fitted or top-dose-only effect, or effect the other way, or a change in a side signal; inactive = no such curve, though single readings can be large or run the other way; note: potency is the fitted concentration of half-maximal effect; % of control where 0% means no effect
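Steps: Tsg101 binding domain dispensed (10 uM final), compounds pinned in DMSO, FITC-labeled PTAP-motif peptide added (50 nM final); after 20 min binding at room temperature, polarization measured.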
USP2a block = inhibitors of human ubiquitin-specific protease USP2a | Potency, µM (highest dose often 38.3 µM), inactives show at the highest dose activity change, negative = inhibition, usual class: inhibitors | USP2 core, Ub-CHOP2 coupled fluorogenic reporter, 485/531 | O75604 | 0.01% of 330,000 active;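 note: potency is the fitted concentration of half-maximal effect; plate controls were DMSO wells for no effect and full inhibition by NEM control for full effect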
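Deubiquitinase activity read as fluorescence (485/531 nm) after Ub-CHOP2 cleavage activates the enterokinase reporter on its substrate; USP2 core 10nM, Ub-CHOP2 and substrate 25nM each, 30min compound preincubation then 60min RT; data normalized to NEM, curves fitted.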
TCR activator = activates T cell receptor signaling. 330,000 tested, under 10 active. Potency, µM (top dose mostly 9.22 µM), without a hit: at the highest dose activation of IL-2 secretion, actives largely listed as activators. primary human leukocytes, anti-CD3, IL-2 HTRF, 48 h; note: % of control where 0% means no effect
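TCR engagement came from a-CD3 beads alone, with compounds added to primary human leukocytes for 48 hr. Secreted IL-2 bridged europium cryptate- and d2-labelled anti-IL-2 antibodies, giving FRET emission at 665nm after 320nm excitation.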
Eya2 phos inh = inhibitors of human Eya2 phosphatase activity. recombinant Eya2, OMFP fluorescence dephosphorylation (OMFP is methylfluorescein phosphate). Potency, µM (top dose mostly 76.9 µM), for inactives: top-dose activity, negative = inhibition, most hits filed as inhibitors. 0.006% of 330,000 active. AID 488837. O00167; note: potency is the fitted concentration of half-maximal effect; % is set by controls: 0 for no effect and ±100 for the full control effect
Target sequence (O00167 whole entry, looked up): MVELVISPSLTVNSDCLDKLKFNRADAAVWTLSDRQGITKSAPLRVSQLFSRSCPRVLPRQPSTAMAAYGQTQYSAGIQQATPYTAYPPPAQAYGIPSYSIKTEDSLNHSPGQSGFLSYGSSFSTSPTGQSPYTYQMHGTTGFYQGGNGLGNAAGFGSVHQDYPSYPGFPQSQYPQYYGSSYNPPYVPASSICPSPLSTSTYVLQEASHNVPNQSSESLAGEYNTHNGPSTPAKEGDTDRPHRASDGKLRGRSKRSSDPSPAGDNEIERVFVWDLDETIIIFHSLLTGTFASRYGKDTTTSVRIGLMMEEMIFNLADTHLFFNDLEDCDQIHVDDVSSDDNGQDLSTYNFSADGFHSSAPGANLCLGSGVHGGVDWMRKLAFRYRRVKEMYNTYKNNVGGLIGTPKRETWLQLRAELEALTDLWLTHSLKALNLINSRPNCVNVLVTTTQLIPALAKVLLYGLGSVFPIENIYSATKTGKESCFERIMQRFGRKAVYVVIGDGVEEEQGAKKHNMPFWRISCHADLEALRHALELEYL
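Eya2 protein (added as 0.2 uM solution) was preincubated with compound for 10 min at ambient temperature in 50 mM HEPES pH 7.5, 50 mM NaCl, 5 uM MgCl2, 0.05% BSA, 1 mM DTT. OMFP (added at 50 uM) then reacted 10 min; fluorescence read at 485/525 nm.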
Tb PFK inh = T. brucei PFK enzyme inhibition; AID 485367; T. brucei PFK, ADP-Glo luminescence; Potency, µM (highest dose often 57.5 µM), inactives show at the top dose activity, negative = inhibition, most hits filed as inhibitors; O15648; 0.17% of 330,000 active;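 note: potency is the fitted concentration of half-maximal effect; 0% = uninhibited 1x PFK enzyme wells and -100% = no-enzyme wells; nearly all actives have a fitted effect of over 60% in size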
Target sequence (O15648 whole entry, looked up): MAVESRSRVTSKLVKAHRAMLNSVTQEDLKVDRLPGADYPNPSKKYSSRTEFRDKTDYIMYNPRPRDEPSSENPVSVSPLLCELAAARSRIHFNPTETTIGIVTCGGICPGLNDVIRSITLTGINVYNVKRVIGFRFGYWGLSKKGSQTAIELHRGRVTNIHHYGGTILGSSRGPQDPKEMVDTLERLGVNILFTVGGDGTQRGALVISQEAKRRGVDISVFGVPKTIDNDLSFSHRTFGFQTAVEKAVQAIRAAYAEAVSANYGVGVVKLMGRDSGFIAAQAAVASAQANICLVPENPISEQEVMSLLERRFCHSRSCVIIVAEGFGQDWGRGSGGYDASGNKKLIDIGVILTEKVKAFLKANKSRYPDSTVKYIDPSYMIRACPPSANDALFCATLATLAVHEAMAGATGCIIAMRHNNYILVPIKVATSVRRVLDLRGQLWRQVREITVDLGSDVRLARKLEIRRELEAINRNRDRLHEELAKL
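Luminescent ADP detection (ADP-Glo, two-step: ATP depletion then ADP-to-ATP conversion for luciferase) reported PFK activity after 45 min room-temperature reaction of 1.25 nM enzyme with 0.5 mM F6P and 0.1 mM ATP at pH 8.0.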
Chronic BCR inh = blocks chronic active B-cell receptor signaling; ABC-DLBCL IkBa-CBG/CBR reporter, luminescence ratio, 4 h; AID 493014; 0.05% of 340,000 active; Potency, µM (highest dose often 46.1 µM), inactives show top-dose ratio change, negative = lower green/red ratio, actives largely listed as inhibitors; active = well fitted inhibition curve with a large enough effect in the signal ratio, with a control signal flat, not every such curve was filed as active; inconclusive = small, poorly fitted or top-dose-only effect, or effect the other way, or a change in a side signal; the % refers to the signal ratio;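 note: potency is the fitted concentration of half-maximal effect; plate controls were basal doxycycline-induced cells for no effect and cells given 10 µM MG132 for full effect; MG132 reads +100%, hits lower the ratio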
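TMD8 ABC-DLBCL cells carrying doxycycline-inducible green luciferase fused to IkappaBalpha plus unfused red luciferase were exposed to compounds (up to 46 uM) for 4 hrs at 37C. Activity came from the overlap-corrected green/red luminescence ratio.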
uPA surface inh = cell surface uPA generation inhibition | AID 540303 | Potency, µM (doses to about 38.3 µM), for inactives: at the top dose activity change, negative = inhibition, most hits filed as inhibitors | 0.31% of 330,000 active | cell surface uPA generation assay, qHTS; active = well fitted inhibition curve with a large enough effect; inconclusive = small, poorly fitted or top-dose-only effect; inactive = no such curve, though single readings can be large or run the other way; tested in mouse RAW 264.7 cells; note: potency is the fitted concentration of half-maximal effect; % is set by controls: 0 for no effect and ±100 for the full control effect; nearly all actives have a fitted effect of over 55% in size
ELG1 repair inh = inhibitors of ELG1-dependent DNA repair in HEK293T cells. HEK293T ELG1-luciferase reporter, luminescence, 16 h; DNA damage induced by 5-fluorouridine. Potency, µM (top dose mostly 46.1 µM), for inactives: top-dose activity change, negative = inhibition, usual class: inhibitors. 2.3% of 330,000 active; note: potency is the fitted concentration of half-maximal effect; % is set by controls: 0 for no effect and ±100 for the full control effect; nearly all actives have a fitted effect of over 55% in size
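Quantitative HTS, concentration-response format. 2,000 cells/well co-treated with 5-fluorouridine and compound, 16 hr in 5% CO2 at 37 °C; ONE-Glo luminescence read after 30 min.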
Numbers without * were called inactive; ? = inconclusive; . = not tested or not shown; [ ] = remark or other dose. Unless noted, calls come from the whole dose curve; as a rule, active = well fitted curve in the direction sought with a large enough effect; inconclusive = small, poorly fitted or top-dose-only effect, or another doubt; inactive = no such curve, though single readings can be large; an effect the other way counts as inactive or inconclusive.

Compound | TSHR antagonist | Mito fusion yeast | B2AR arrestin | PTAP TSG101 blk | USP2a block | TCR activator | Eya2 phos inh | Tb PFK inh | Chronic BCR inh | uPA surface inh | ELG1 repair inh
O=C(CSc1nnc(Cn2c(=O)sc3ccccc32)n1-c1ccccc1)NCC1CCCO1 (stereo unspecified) | 14 | 3% | 0.0% | 2% | -1% | 2% | -1% | 1% | -5% | -1% | 6%
O=C(OCc1nc(-c2ccccc2)oc1COC(=O)c1ccco1)c1ccco1 | 0 | -4% | -0.1% | -6% | 0% | -12% | 3% | -2% | 8% | 4% | -5%
O=C(Nc1cc(Sc2nc3ccccc3s2)cc([N+](=O)[O-])c1)c1cccc(F)c1F | -31 | ? | -0.3% | 0% | 1% | 2% | -6% | -1% | 13% | -6% | ?
O=C(CCN1C(=O)/C(=C\c2cccs2)SC1=S)Nc1ccc(C(=O)O)cc1 | -3 | 0% | 0.1% | -1% | 2% | 0% | -22% | 0% | 6% | 5% | 2%
O=[N+]([O-])c1nn(-c2ccccc2)[n+]([O-])c1N1CCN(c2ccccc2)CC1 | 23 | -4% | -0.2% | 0% | 7% | -7% | -17% | 4% | -1% | 5% | 0%
CCOC(=O)c1[nH]c(C)c(C(=O)N2CCN(c3ccc(F)cc3)CC2)c1C | 2 | 2% | 0.1% | . | 2% | . | -1% | -1% | 3% | ? | -29%
CCCCOc1ccc(CSC(=N)N)cc1Cl | -5 | 5% | 0.0% | -1% | 0% | 1% | -10% | -3% | ? | -2% | ?
O=C(COC(=O)/C=C/c1cc(Br)ccc1F)NC1CC1 | -2 | . | -1.0% | -1% | 4% | 0% | -7% | 0% | 0% | 2% | -11%
CCCCn1c(=NC(=O)c2ccco2)c(C(=O)OCC)cc2c(=O)n3cccc(C)c3nc21 | -6 | 4% | 5.6% | 1% | 4% | -3% | 15% | -6% | ? | ? | -15%
CCCc1cc(=O)oc2c(C)c(O)c(CN3CCCCC3)cc12 | 4 | 3% | -0.1% | -5% | -1% | -10% | -4% | 3% | 2% | . | -26%
CCc1cccc(NC(=S)N(CCOC)C2CCN(C(C)=O)CC2)c1 | 1 | 3% | -0.6% | 0% | 0% | 3% | 5% | -7% | ? | -1% | 18%
CC(=O)Nc1cc(C(=O)NCCN2CCN(Cc3ccccc3)CC2)ccc1Sc1ccc(C)cc1 | -8 | -1% | 0.2% | -8% | -1% | -1% | -10% | -3% | -4% | -4% | ?
CC1(C)Cc2c(sc(NC(=O)Cc3ccccc3)c2C#N)CO1 | 22 | -4% | 0.1% | -1% | -6% | 6% | -4% | -11% | -2% | 4% | ?
COc1ccc(S(=O)(=O)Nc2cccc(NC(C)=O)c2)cc1 | 4 | -3% | 0.0% | -6% | 1% | 3% | 21% | 16% | ? | . | -3%
CN1CCc2c(sc(NC(=O)c3ccco3)c2C(N)=O)C1 | -3 | 0% | -0.1% | . | 4% | -4% | -3% | -8% | 3% | -8% | 16%
O=C(COC(=O)CCNS(=O)(=O)c1ccccc1F)Nc1nnc(-c2ccccc2)o1 | 9 | -3% | -0.1% | -1% | 4% | -5% | -5% | 0% | ? | -1% | -2%
C/C(=N/NC(=O)CNC(=O)c1cccc(F)c1)c1ccc2c(c1)CCCC2 | 9 | 2% | -0.1% | -8% | 0% | 1% | 9% | 0% | 0% | 5% | -2%
CC(C)c1cc(N=NC(N)=O)cc(C(C)C)c1O | 16 | 12% | -0.1% | -1% | 1% | -2% | 2% | 0% | 3% | 8% | 12%
COc1cc(OC)cc(C(=O)NCc2ccc3c(c2)cc(C)n3C)c1 | 1 | 2% | 0.0% | -1% | -4% | 8% | -27% | 0% | 4% | -6% | ?
Nc1nonc1-c1nc2ccccc2n1Cc1ccccc1 | -3 | 2% | -0.2% | -2% | 3% | -2% | -23% | -4% | ? | -14% | -16%
CCOC(=O)c1ccc(Nc2ccc([N+](=O)[O-])cn2)cc1 | -1 | -3% | -1.3% | -2% | 2% | 3%[46.1 µM] | 1% | 3% | ? | 7% | ?
O=C(CC(=O)N/N=C/c1ccc(F)cc1)N/N=C/c1ccc(F)cc1 | 7 | -6% | -0.4% | 0% | 2% | 6% | 4% | 5% | 2% | 7% | -9%
COc1ccc(S(N)(=O)=O)cc1C(=O)OCCCOc1ccc(F)cc1 | -9 | 18% | 0.1% | 1% | 3% | 1% | 8% | -1% | 0% | -2% | ?
Cc1nn(C)c(C)c1CCC(=O)N1CCCC(N2CCN(c3ccc(F)cc3)CC2)C1 (stereo unspecified) | 21 | 1% | -0.2% | -2% | -2% | -1% | 3% | 9% | 0% | 5% | 11%
Cc1nccn1CCc1nc(N)nc(N)n1 | -5 | -1% | -0.2% | -2% | 2% | . | 5% | -7% | 2% | . | 4%
O=C(NCc1ccccn1)/C(=N/O)c1ccccc1 | -9 | 3% | 0.3% | 0% | 0% | 3% | -13% | -2% | ? | -4% | ?
CCCC(=O)C1=C(O)C(c2cccc(Oc3ccccc3)c2)CCC1=O (stereo unspecified) | -4 | -14% | 0.1% | 1% | 4% | 3% | 1% | 0% | -2% | -14% | 18µM*
O=C(COc1ccc(Br)cc1)N1CCOCC1 | 2 | 10% | -0.2% | -5% | 1% | -4%[46.1 µM] | 6% | -15% | -17% | 6% | ?
O=C(CN(Cc1ccccc1Cl)C(=O)c1csnn1)NCCc1ccccc1 | 4 | 5% | -0.9% | -5% | 3% | 2% | -5% | -2% | 4% | 2% | -12%
COc1ccccc1CC(=O)NNS(=O)(=O)c1ccccc1[N+](=O)[O-] | 7 | 25% | 0.1% | -4% | 3% | -6% | -4% | 0% | 3% | 9% | -13%
Cc1ccc(C(C(=O)NCC2CCCO2)N(Cc2ccccc2F)C(=O)Cn2nnc(-c3cccs3)n2)cc1 (stereo unspecified) | -8 | 0% | 0.1% | -4% | -2% | 4% | 2% | 5% | 6% | 2% | ?
COc1cc(Sc2ccc(C)cc2)c(OC)cc1N | 5 | 1% | -0.3% | -6% | 0% | 1% | -3% | -10% | 2% | -4% | 16%
NC(=O)c1ccc(NC(=O)C2CCCO2)cc1 (stereo unspecified) | 7 | -3% | -0.2% | -3% | 3% | 3% | -4% | 4% | -10% | 2% | 0%
C=CCN(c1ccccc1)S(=O)(=O)c1cccc(C(=O)Oc2ccc3c(C)cc(=O)oc3c2)c1 | -5 | -1% | -0.3% | 0% | -1% | 8%[46.1 µM] | 3% | 3% | 6% | -9% | 1%
Cc1cccc(C)c1NC(=S)N(C)CCc1ccccn1 | 1 | -10% | 0.1% | -2% | 0% | -1%[46.1 µM] | 2% | 0% | 9% | 3% | -1%
Cc1cccc(NC(=O)Nc2cnccn2)c1C | 27 | -3% | 0.4% | -1% | 2% | 5% | 0% | 0% | 6% | -3% | 14%
CC(=O)Nc1cc2c(cc1NC(=O)Cn1nc(-c3ccc(F)cc3)ccc1=O)OCCO2 | -5 | 3% | 0.1% | -2% | 1% | 7% | 3% | 0% | 2% | 1% | 3%
CN(C)c1ccc(/C=C(\NC(=O)c2ccccc2)C(=O)NCCN2CCOCC2)cc1 | -10 | 0% | -0.6% | 0% | 1% | 0% | 5% | 0% | 8% | 7% | -6%
Cc1cc(NC(=O)c2ccc(-c3ccccc3[N+](=O)[O-])o2)no1 | -8 | . | -0.5% | -1% | 2% | 0% | 1% | -1% | 15% | -15% | 15%
CN(CC(=O)Nc1ccc(Cl)cc1)C(=O)CNC(=O)c1cccs1 | 9 | -4% | 0.2% | -6% | 3% | . | 1% | 1% | -5% | -12% | 7%
Cn1c(NC(=O)c2ccc(F)cc2)c(-c2cccs2)c(=O)c2ccccc21 | 0 | 0% | -0.4% | -1% | -1% | -2% | 7% | 1% | 5% | -2% | -6%
Cc1ccc(Nc2nc3ccccc3c(=O)s2)cc1C | 24 | . | -1.0% | -1% | 5% | -4%[46.1 µM] | 5% | 0% | 0% | -4% | 7%
Cc1cc(N2C(=O)C(O)=C(C(=O)c3ccco3)C2c2ccc(Cl)cc2)no1 (stereo unspecified) | -10 | -2% | 0.5% | -1% | -2% | 8% | 1% | 0% | 0% | 45%[activator] | -1%
Cc1nnc2n(c1=O)N=C(c1ccc(Cl)cc1)CS2 | -18 | 1% | -0.6% | -1% | 1% | -5%[46.1 µM] | 1% | -5% | 4% | -2% | ?
